High-throughput results: PubChem, National Center for Advancing Translational Sciences (NCATS)
Vif-APOBEC3G blk – inhibitors of Vif-APOBEC3G interaction. Q9HC16. HeLa A3G-eYFP + Vif (tagged APOBEC3G with the HIV-1 protein that degrades it), YFP fluorescence, overnight. Potency, µM (titrated, usually from 46.1 µM), without a hit: at the highest dose activity, negative = active, hits mostly inhibitors. 410,000 tested, 0.076% active;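 note: potency is the fitted concentration of half-maximal effect; % is set by controls: 0 for no effect and ±100 for the full control effect; nearly all actives have a fitted effect of over 60% in size; hits raise eYFP signal because A3G escapes Vif-driven loss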
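HeLa cells stably expressing Vif and C-terminally eYFP-tagged A3G, seeded overnight at 37 deg C, then exposed to compound by pintool overnight at 37 deg C. Rise in yellow fluorescence (Ex 488/Em 500-530, Acumen) marks blocked Vif-driven A3G degradation.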
D2 ag – D2 dopamine receptor (human) agonism; 340,000 tested, 0.53% active; P14416; HEK293 T-REx D2 cells, calcium flux agonist mode; AID 485358; activation, % at 2 µM;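 active = activation over 3 SD above normal in the single-dose calcium agonist read, cut at about 30% in these data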; note: 0% is about no effect
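In this primary screen, compounds producing a positive calcium signal within 180 s of addition to tetracycline-induced, force-coupled HEK293 Trex D2 cells are flagged; cells are dye-loaded with a no-wash calcium kit beforehand.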
ERG Ets-DNA blk – ERG Ets/DNA interaction inhibition. fluorescence polarization, His-ERG Ets domain / labelled DNA. Potency, µM (highest dose often 76.9 µM), without a hit: at the highest dose FP activity, negative = inhibition, usual class: inhibitors. 370,000 tested, 0.028% active. P11308. AID 624246; active = well fitted inhibition curve with a large enough effect in the polarisation, with a control signal flat; inconclusive = small, poorly fitted or top-dose-only effect, or effect the other way, or a change in a side signal; inactive = no such curve, though single readings can be large or run the other way; the % refers to the polarisation;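 note: polarization taken with two DNA probes labelled with fluorescein and Texas red; potency is the fitted concentration of half-maximal effect; % of control where 0% means no effect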
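His-tagged ERG Ets domain (1 uM in the protein solution; 300mM KCl, 50mM Tris-HCl, 1mM EDTA, 1mM DTT, pH 7.5) received compound, then a probe mix of 5 nM fluorescein-DNA and 100nM Texas-615-DNA. Fluorescence polarization was read for both dyes.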
Glioma ERSR ind – ER stress response induction in glioma; U87-MG GRP78 promoter luciferase reporter, 16 h; Potency, µM, for the others: at the highest dose activation, hits mostly activators; 420,000 tested, 0.02% active; note: potency is the fitted concentration of half-maximal effect; series mostly up to about 76 µM; % of control where 0% means no effect; nearly all actives have a fitted effect of over 35% in size
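Stably transfected U87-MG glioma cells carrying a GRP78-based luciferase sensor; 16 h compound incubation. Luminescence end-point read 10 min after Bright-Glo addition at room temperature.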
D2 antagonist – D2 dopamine receptor (human) antagonism. HEK293 TREx D2 cells, calcium flux, dopamine EC80. inhibition, % at 10 µM. P14416. 340,000 tested, 2% active; in the data active = inhibition above about 30%; note: 0% is about no effect
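Overnight-induced (tetracycline, 30 C) HEK293 T-REx cells carrying force-coupled D2 receive a no-wash calcium dye, then compound, then EC80 dopamine at 180 s; signals are read kinetically throughout.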
12-LOX inh – blocks human arachidonate 12S-lipoxygenase | P18054 | purified 12hLO, xylenol orange hydroperoxide absorbance | Potency, µM (doses to about 108 µM), without a hit: top-dose activity change, negative = inhibition, hits mostly inhibitors | 580,000 tested, 1.1% active | AID 1671190; note: potency is the fitted concentration of half-maximal effect; % is set by controls: 0 for no effect and ±100 for the full control effect
Target sequence (P18054 whole entry, looked up): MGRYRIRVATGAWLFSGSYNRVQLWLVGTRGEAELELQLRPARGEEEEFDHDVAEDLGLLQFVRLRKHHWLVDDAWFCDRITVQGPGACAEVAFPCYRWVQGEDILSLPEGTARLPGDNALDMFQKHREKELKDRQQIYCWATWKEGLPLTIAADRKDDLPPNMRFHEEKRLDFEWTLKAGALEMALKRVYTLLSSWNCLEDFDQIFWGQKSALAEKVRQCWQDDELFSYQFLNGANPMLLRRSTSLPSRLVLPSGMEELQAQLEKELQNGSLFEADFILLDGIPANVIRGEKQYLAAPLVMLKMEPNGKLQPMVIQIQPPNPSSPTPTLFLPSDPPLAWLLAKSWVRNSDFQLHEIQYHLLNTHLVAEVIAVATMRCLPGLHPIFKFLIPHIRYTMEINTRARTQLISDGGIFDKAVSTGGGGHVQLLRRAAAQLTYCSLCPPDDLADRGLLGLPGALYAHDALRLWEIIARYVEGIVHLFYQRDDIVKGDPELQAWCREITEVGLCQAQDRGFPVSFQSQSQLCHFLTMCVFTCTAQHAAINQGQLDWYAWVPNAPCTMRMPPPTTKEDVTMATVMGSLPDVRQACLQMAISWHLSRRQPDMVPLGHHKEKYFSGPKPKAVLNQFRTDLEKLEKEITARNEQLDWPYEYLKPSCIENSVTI
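Hydroperoxide product was detected by ferrous iron/xylenol orange as the 573 to 405 nm absorbance ratio. Arachidonic acid at 40 uM (final) was turned over for 30 min at room temperature by 150 nM human 12hLO, pH 7.0 Hepes buffer, after 15 min compound preincubation.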
LDHA block – LDHA (human) enzyme inhibition. activity change, % (values are at about 110 or 230 µM). purified LDHA, NADH/diaphorase-resazurin fluorescence; stronger effect = lower value. 480,000 tested, 0.15% active; in the data active = activity change below about -30%; inconclusive = mostly about -25% to -30%;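 note: plate controls were DMSO wells for no effect and wells without enzyme for full effect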
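Human LDH5 (2 nM) was incubated with 0.06 mM NADH and 0.2 mM pyruvate for 5 min at room temperature in Tris pH 7.4. Remaining NADH was coupled through diaphorase/resazurin, and resorufin fluorescence was read at 0 and 20 min.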
Vif-APOBEC3F blk – blocks the Vif interaction with APOBEC3F. HeLa A3F-eYFP + Vif (tagged APOBEC3F with the HIV-1 protein that degrades it), YFP fluorescence increase. Potency, µM (top dose mostly 46.1 µM), without a hit: at the top dose activity, negative = active. 390,000 tested, 0.2% active. AID 602313; note: potency is the fitted concentration of half-maximal effect; % of control where 0% means no effect; nearly all actives have a fitted effect of over 65% in size
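HeLa cells stably expressing A3F-eYFP plus Vif, plated and incubated overnight at 37 deg C, then exposed to compounds overnight at 37 deg C. Blocked degradation read as raised yellow fluorescence (Ex 488/Em 500-530).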
RGS4 inh – inhibitors of human regulator of G protein signaling 4; P49798; Transcreener GDP fluorescence polarization, RGS4-accelerated GTP hydrolysis; Potency, µM (highest dose often 114 µM), inactives show at the top dose activity change, negative = inhibition, usual class: inhibitors; 390,000 tested, 0.039% active; AID 504845; note: potency is the fitted concentration of half-maximal effect; % is set by controls: 0 for no effect and ±100 for the full control effect; nearly all actives have a fitted effect of over 75% in size; some results filed as inactive show a strong effect at the top dose
Target sequence (P49798 whole entry, looked up): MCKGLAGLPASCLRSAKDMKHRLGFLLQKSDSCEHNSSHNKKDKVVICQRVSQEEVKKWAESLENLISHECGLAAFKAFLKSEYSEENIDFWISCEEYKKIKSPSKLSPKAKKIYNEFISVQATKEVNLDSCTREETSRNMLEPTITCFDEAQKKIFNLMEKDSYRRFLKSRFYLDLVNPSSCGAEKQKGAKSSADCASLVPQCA
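MLSMR compounds (23 nl, pin-transferred) preincubated 10 min at room temperature with a 500nM (2x) first reagent, then RGS4 at 900nM (2x) plus Transcreener GDP mix added; fluorescence polarization (620/688 nm) read before and after 90 min at 30 °C.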
* hit, by the source's call; i = inactive; ? = inconclusive; . = not tested or not shown; & = joins results of further samples; [ ] = remark or other dose. Unless noted, calls come from the whole dose curve; as a rule, active = well fitted curve in the direction sought with a large enough effect; inconclusive = small, poorly fitted or top-dose-only effect, or another doubt; inactive = no such curve, though single readings can be large; an effect the other way counts as inactive or inconclusive. Some of the compounds tested; the hit share may differ from the screen's.

SMILES	Vif-APOBEC3G blk	D2 ag	ERG Ets-DNA blk	Glioma ERSR ind	D2 antagonist	12-LOX inh	LDHA block	Vif-APOBEC3F blk	RGS4 inh
Cc1nc(SCC(=O)NC(=O)NCCC(C)C)c2c(-c3cccs3)csc2n1	0%	0.2	-11%	-3%	9	1%	-10	-5%	11%
C(=C\c1ccccc1)/CN1CCN(C(c2cccs2)c2nnnn2C2CCCC2)CC1 (configuration not stated)	2%	.	.	-3%	.	-16%	1	.	.
C[N+](C)(CC#N)C/C=C\c1ccccc1	-1%	0.5	-5%	-1%	2	11%	-4	-13%	-8%
COc1cc(-c2noc(C)n2)cc(OC)c1OC	7%	1.3	6%	-3%	-1	161%[activator]	3	15%	-12%
O=C(CN1C(=O)/C(=C/c2ccccc2)SC1=S)NC1C=CS(=O)(=O)C1 (configuration not stated)	-1%	-0.2	35%[activator]	1%	-3	-15%	-1	-5%	-29%
CCN1CCN(c2nc(N)c([N+](=O)[O-])c(Nc3ccc(C)cc3)n2)CC1	1%	-0.3	-2%	-2%	2	-26%	-11	3%	8%
CSc1nnc(-c2sccc2-n2cccc2)o1	-14%	0.2	-3%	-3%	6	9%	-5	12%	-2%
Cc1cccc(-c2nc(CNC(=O)c3ccco3)cs2)c1	3%	-0.8	-4%	2%	-14	33%[activator]	0	0%	-6%
COc1ccc(CNC(=O)CSc2ncn[nH]2)cc1OC	2%	0.3	8%	-3%	5	9%	-4	-20%	11%
COc1ccc(Cl)cc1NC(=O)CSc1nccn1Cc1ccco1	6%	-0.7	1%	-3%	.	-12%	2	4%	-48%
CC(Sc1nc(N)cc(=O)[nH]1)C(=O)Nc1nc2c(s1)CCCC2 (configuration not stated)	2%	0.4	-12%	-4%	-13	-11%	-4	1%	5%
CCOC(=O)[C@@H]1[C@H]2COc3ccc(Br)cc3[C@@H]2N2C(=O)N(c3cccc(Cl)c3)C(=O)[C@@]12C	2%	.	9%	-2%	.	1%	-5	3%	12%
COCCN1C=C2C(=O)C(C)(OC(=O)C3CCCC3)C(=O)C=C2C=C1c1ccsc1 (configuration not stated)	3%	0.3	-18%	-1%	-4	-3%	15	0%	0%
C=CCN(CC=C)C(=O)COn1nnc2ccc(S(=O)(=O)N3CCOCC3)cc21	0%	0.2	-1%	-4%	-4	8%	-4	0%	26%
CO[C@H]1CC[C@@]2(C)[C@@H](CC[C@@H]3[C@@H]2CC[C@@]2(C)[C@H]3C[C@H](C(=O)O)O[C@]23CCCO3)C1	0%	.	-7%	0%	.	-2%	-3	5%	40%
Cc1ccc(S(=O)(=O)N(C)C)cc1NC(=O)C1CCC1	-1%	-1.9	1%	-3%	13	-123%	-8	1%	11%
CCN1CCN(S(=O)(=O)c2ccc(Cl)c(C(=O)N(CCc3ccccc3)Cc3ccccc3)c2)CC1	-6%	.	-4%	-5%	.	?	-6	3%	-6%
O=C(Nc1ccc(Cl)cc1)c1ccc(CN2CCc3ccccc3C2)cc1	4%	0.3	17%	3%	-1	?	-3	-19%	14%
N#CC1(NC(=O)CN2C(=O)c3ccccc3C2=O)CCCCC1	0%	1.5	3%	-3%	-10	3%	-6	1%	2%
S=c1[nH]ccn1Cc1ccccc1	3%	0.3	-6%	-5%	8	?	-6	-20%	-53%
CCCN1C2=NCCCN2c2ccccc21	1%	0.2	.	-2%	25	-15%	-2	-4%	5%
COCC(=O)N1CCC(Oc2ccc(C(=O)NCc3cnc(C)cn3)cc2)CC1	-1%	0.2	-6%	-2%	-16	i	0	9%	-3%
Cc1ccccc1C(=O)Nc1ccc2c(c1)CCCN2C(=O)c1cccs1	-11%&-12%	0.5&1.7	-1%&4%	3%&2%	22	-12%&0%	-7&-2	-2%&-1%	-13%&1%
Cc1cc(C(F)F)n2nc(C(=O)Nc3ccccc3F)nc2n1	-3%	0.3	0%	-4%	6	0%	-6	3%	-24%
CN1CCN(c2ccc(NC(=O)COc3ccc4ccccc4c3)cc2)CC1	13%	-0.8	5%	-2%	9	?	-1	-19%	-4%
CC(C)(C)NC(=O)c1ccc2nc(CCc3ccccc3)oc2c1	-2%	0.3	9%	2%	.	2%	6	-1%	-10%
Cc1ccccc1Cn1c2ccccc2c2cnn(CC(=O)NC3CCCCCC3)c(=O)c21	2%	0.1	3%	0%	.	-29%	-4	-3%	-25%
O=C(C1CCCN(S(=O)(=O)c2cccc3nonc23)C1)N1CCN(c2cccc(C(F)(F)F)c2)CC1 (configuration not stated)	3%	0.3	18%	-3%	.	?	4	-2%	2%
CCOc1ccccc1NC(=O)C(NS(=O)(=O)c1cccc2nsnc12)c1ccccc1 (configuration not stated)	-4%	0.1	2%	-5%	.	-12%	-6	1%	15%
COC(=O)C1=C(C)N(C)C(=O)/C1=C\c1ccco1	-8%	-0.2	-11%	8%	-3	-3%	-2	-1%	-39%
COc1ccccc1C(C)NCC(=O)NCC(=O)Nc1ccc(F)c(F)c1F (configuration not stated)	-5%	0.0	-13%	-1%	-1	7%	-3	-16%	18%
CCOc1ccc(S(=O)(=O)N2CCC(C(=O)OCc3ccc(OC)cc3)CC2)cc1	-2%	0.1	-7%	-3%	5	12%	-6	9%	13%
CCNC(=O)N(CC)C[C@H]1N[C@@](Cc2ccccc2)(C(=O)OC)[C@H]2C(=O)N(Cc3ccccc3)C(=O)[C@@H]12	-6%	.	-3%	7%	.	8%	-4	5%	5%
COc1ccc(N(CC(=O)NC2CCCCCC2)S(=O)(=O)c2ccccc2)cc1Cl	3%	.	-13%	-5%	.	-4%	-9	-3%	5%
Cc1[nH]nc(SCC(=O)NCc2ccccc2)c1[N+](=O)[O-]	0%	1.7	3%	0%	-30	-4%	-2	10%	19%
Cc1ccccc1NC(=S)NC(C)C(c1cccs1)N1CCOCC1 (configuration not stated)	1%	0.1	-6%	-2%	0	-12%	-7	2%	-12%
O=C1CN(S(=O)(=O)c2ccccc2)c2ccccc2N1	8%	0.2	5%	-6%	7	-3%	-9	-12%	52%
CC(C)(C)OC(=O)C[C@@H]1C/C=C\C[C@@H](CC(=O)N[C@H](CO)Cc2ccccc2)C(=O)N2CCC[C@H]2COC1=O	-1%	.	10%	-4%	.	6%	-1	-5%	-4%
CCCCCC(=O)Nc1cccc(S(=O)(=O)NC2=NCCCCC2)c1	2%	0.0	-16%	-6%	-6	192%[activator]	-11	1%	6%
OC(c1ccccc1)(c1nc(-c2cccc3cccnc23)cs1)C(F)(F)F (configuration not stated)	-20%	.	.	-4%	.	-18%	-4	.	.
CCCN1CCN(c2cc3c(cc2F)c(=O)c(S(=O)(=O)c2ccc(Cl)cc2)cn3C)CC1	-2%	1.8	2%	-4%	.	-9%	1	2%	14%
CN(C)C(=O)Cn1c(SCC(=O)NC2CCCCC2)nc2ccccc21	-3%	0.3	0%	-1%	-1	2%	-1	-9%	-2%
CC(=O)Nc1ccc(S(=O)(=O)N(C)c2nc3ccccc3nc2Cl)cc1	-11%	-0.1	3%	-3%	4	1%	-7	?	8%
COc1ccc(C(C)=O)cc1Cn1c(C)c(C(=O)NCC(C)C)sc1=O	2%	.	.	-3%	.	-7%	-2	.	.
CCC1CN(S(=O)(=O)c2cc(-c3cc(C)no3)ccc2OC)c2cc(C)ccc2O1 (configuration not stated)	-3%&-2%	0.6&1.5	12%&5%	-2%&-3%	13	18%&-23%	-2&5	3%&-7%	-11%&6%
C#CCC(NC(=O)c1ccc(C(F)(F)F)cc1)C(=O)NCCC (configuration not stated)	0%	-0.8	1%	-4%	18	6%	-4	2%	-2%
Cc1ncc(S(=O)(=O)c2ccccc2)c(-c2ccccc2)n1	0%	-0.3	2%	-1%	5	-5%	-3	5%	-26%
CCOc1ccc(S(=O)(=O)N2CCN(S(=O)(=O)c3ccc(OCC)cc3)C(C)C2)cc1 (configuration not stated)	1%	-1.2	1%	-3%	3	-16%	-15	-5%	0%
O=C(NC(=O)c1ccccc1)Nc1ccc(Cl)cn1	-10%	1.3	0%	4%	5	127%[activator]	1	-5%	18%
O=C(NC1CCCCC1)C(c1ccc(F)cc1)N(Cc1ccco1)C(=O)CN1C(=O)c2ccccc2S1(=O)=O (configuration not stated)	-14%	1.3	-6%	-2%	1	2%	-6	-1%	7%
COCCN1C=C2C(=O)C(C)(OC(=O)CCC(=O)OC)C(=O)C(Br)=C2C=C1c1ccc(OC)cc1 (configuration not stated)	4%	.	9%	-3%	.	.	-1	1%	-38%
CN(C)C(CNc1ccc(C(N)=O)cc1[N+](=O)[O-])c1ccccc1 (configuration not stated)	-1%	-1.5	-10%	4%	8	-17%	-10	9%	14%
CN(Cc1ccco1)S(=O)(=O)c1nnc(NC(=O)c2ccccc2Cl)s1	2%&-4%	0.1&0.5	3%&0%	0%&8%	28	-3%&-2%	-5&-5	1%&-2%	?
C=CCNc1nc(Nc2ccc([N+](=O)[O-])cc2)nc(OC)n1	2%	0.2	-5%	-2%	4	-5%	1	-3%	-12%
Cc1nc(SCC(=O)Nc2ccc(N3CCOCC3)cc2)nc(C)c1C	0%	-0.5	-7%	3%	2	4%	4	-7%	-17%
CCOc1ccc(C(=O)Nc2ccc(C(F)(F)F)n(C)c2=O)cc1	3%	-0.3	2%	3%	-5	0%	1	0%	2%
